Jurkat NFkB inh – inhibitors of the PMA/ionomycin-induced NF-kB reporter in Jurkat cells; 0.53% of 330,000 active; PMA/ionomycin-induced NF-kB luciferase reporter, luminescence; inhibition, % at 4 µM; AID 435003
SENP7 block – inhibitors of human SENP7 protease; Q9BQF6; recombinant SENP7, Z-RLRGG-aminoluciferin luminescence, 40 min; 1.5% of 330,000 active; inhibition, % at 5 µM; AID 434973;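 active means inhibition above about 50% at the single test dose, limit read from the data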;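 further: plate controls were DMSO with enzyme for no effect and no enzyme buffer wells for full effect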
697 NFkB inh – inhibitors of the PMA/ionomycin-induced NF-kB reporter in 697 B cells | 0.33% of 330,000 active | 697 B-cell NF-kB luciferase reporter, 16 h | inhibition, % at 4 µM; in the data active means inhibition above about 35%
SENP8 inh – blocks the human protease SENP8; Q96LD8; purified SENP8, Z-RLRGG-aminoluciferin cleavage, luminescence; inhibition, % at 10 µM; 1.2% of 330,000 active; AID 2540
Gli-Sufu antag – blocks Gli-Sufu signaling in a luciferase reporter | Sufu-KO-LIGHT fibroblasts, Gli luciferase reporter luminescence | inhibition, % at 5 µM | 0.74% of 340,000 active;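 active means inhibition above about 55%, limit read from the data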;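 further: 0% = DMSO-treated cells and 100% = wells with medium but no cells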
Apaf-1 inh – inhibitors of human Apaf-1 apoptosome; reconstituted apoptosome caspase-3 activity, DEVD-Rh110 fluorescence; O14727; 0.71% of 330,000 active; inhibition, % at 20 µM; AID 489030; active means inhibition of at least 40% at 20 µM;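 further: plate controls were DMSO wells for no effect and DEVD-CHO caspase inhibitor wells for full effect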
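Material: reconstituted apoptosome with Apaf-1, cytochrome c, caspase-9, procaspase-3, dATP; medium: pH 7.5 Hepes buffer with CHAPS, BSA, DTT; also added: cytochrome c and DEVD-Rh110 substrate; timing: 30 min plus 50 min, RT; signal: Rh110 fluorescence intensity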
HKDC1 inhibitor – HKDC1 (human) hexokinase inhibition | Q2TB90 | recombinant HKDC1, G6PDH/diaphorase resazurin coupled fluorescence | inhibition, % at 20 µM | 0.16% of 340,000 active | AID 493160;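 active means inhibition above about 35% when tested at 20 µM, limit read from the data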;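 further: plate controls were DMSO wells with enzyme for no effect and DMSO wells lacking enzyme for full effect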
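Assay system: recombinant HKDC1 hexokinase; detection: coupled resazurin fluorescence, excitation 525 nm, emission 613 nm; benchmarks: DMSO-plus-enzyme-mix negative control, buffer-substituted positive control; compound dosing: single 20 µM dose; schedule: 90 min at room temperature in dark; also added: glucose plus 1 mM ATP as hexokinase substrates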
UBC13 polyUb – human UBC13 polyubiquitination inhibition; 0.47% of 330,000 active; inhibition, % at 20 µM; AID 485273; UBC13 polyubiquitin chain formation, TR-FRET; in the data active means inhibition above about 45%, passing the limit was not always enough
* = called active by the depositor; · = no result given. Unless noted, no stated cut-off is given here; in the data, active means inhibition above about 50%; inactive means the rest.

(1) COC(=O)C1=C(C(=O)c2ccc(C)cc2)C(c2ccccc2)n2nnnc2N1 (configuration not stated)
(2) Cc1ccc([C@H]2C(C(=O)O)=CC[C@@H](c3ccc(C(C)C)cc3)N2S(=O)(=O)c2ccc(C)cc2)cc1
(3) CCN(CC)C(=O)CN1C(=O)c2cccc3cccc1c23
(4) Cc1cc(Br)ccc1SCC(=O)OCC(=O)NCc1ccc2c(c1)OCO2
(5) COc1ccc(C2=Nn3c(nnc3-c3ccccc3F)SC2)cc1OCC1CC1
(6) O=C(NCCc1c[nH]c2ccccc12)c1ccccc1
(7) CC(Cl)C(=O)c1ccc2c(c1)CCN2C(=O)C1CC1 (configuration not stated)
(8) CCCN1CCN(CCCNC(=O)CCN2C(=O)COc3ccccc32)CC1
(9) Cc1ccc(/C=N/NC(=O)c2nnn(-c3nonc3N)c2C(C)C)o1
(10) CCOc1cccc(/C=N/Nc2nc(N3CCCC3)nc(N3CCCC3)n2)c1O
entry no.	1	2	3	4	5	6	7	8	9	10
Apaf-1 inh	-9	23	-2	17	34	13	-6	0	1	4
Gli-Sufu antag	-3	1	12	-8	15	-7	-6	-5	8	-8
Jurkat NFkB inh	10	8	17	10	18	-25	2	-3	16	-4
SENP7 block	7	2	1	7	3	-1	-8	-4	-2	9
HKDC1 inhibitor	0	8	-3	-2	2	-3	-3	-6	-1	2
UBC13 polyUb	4	-33	-2	2	27	-2	3	6	-8	-9
697 NFkB inh	37*	-4	15	4	-33	-31	15	-5	12	12
SENP8 inh	11	9	-7	-10	-12	-12	-4	0	5	-5

(11) Cc1cc(NC(=O)COc2coc(CN3CCN(c4ccc(F)cc4)CC3)cc2=O)no1
(12) CCOC(=O)C1=C(C)N=C2SC(C(=O)OC)=CC(=O)N2C1c1cc(OC)c(OC)c(OC)c1 (configuration not stated)
(13) O=S(=O)(Cc1ccc(Cl)cc1)CC(O)COCc1ccccc1 (configuration not stated)
(14) CCC(C(=O)N1CCN(c2ccccn2)CC1)n1nc(C)n2c(cc3occc32)c1=O (configuration not stated)
(15) CC(=O)c1cc(C#N)c(Oc2cccc(C(F)(F)F)c2)nc1C
(16) O=C(NNC(=O)c1ccccc1F)c1cccc(-n2cccc2)c1
(17) COc1ccc(OC)c(S(=O)(=O)N2CCC(c3nc4ccccc4[nH]3)CC2)c1
(18) c1ccc(-c2cc3c(N4CCN(c5ccccc5)CC4)ncnc3s2)cc1
(19) COc1ccc(C2Nc3ccccc3C(=O)N2Cc2ccccc2)cc1OC (configuration not stated)
(20) CCN1CCN(C(=O)C2=CC(c3ccc(C)cc3)=NS(=O)(=O)N2C)CC1
entry no.	11	12	13	14	15	16	17	18	19	20
Apaf-1 inh	-5	-1	-12	1	-151	14	10	15	-1	-5
Gli-Sufu antag	2	5	-4	-7	-7	-22	6	9	3	6
Jurkat NFkB inh	13	-10	16	0	4	7	-16	-13	12	7
SENP7 block	-14	6	11	4	2	-5	8	-2	5	-3
HKDC1 inhibitor	-6	-7	-5	-5	3	20	-2	-7	-3	-7
UBC13 polyUb	-2	5	-5	-4	-2	3	-2	21	24	-2
697 NFkB inh	8	0	7	-19	-21	-37	-7	13	10	16
SENP8 inh	10	0	-3	-4	-5	2	-2	0	-5	7

Along the list, as entered above:
Nos. 5 to 14 in 697 NFkB inh: -33, -31, 15, -5, 12, 12, 8, 0, 7, -19
Nos. 5 to 14 in Gli-Sufu antag: 15, -7, -6, -5, 8, -8, 2, 5, -4, -7

A few values from the results shown.
Value of cpd 18 under HKDC1 inhibitor: -7
Value of cpd 20 under Jurkat NFkB inh: 7
Value of cpd 15 under SENP8 inh: -5
Value of cpd 11 under 697 NFkB inh: 8

Back to the main list; the 2 compounds before the break are reprinted first.
(19) COc1ccc(C2Nc3ccccc3C(=O)N2Cc2ccccc2)cc1OC (configuration not stated)
(20) CCN1CCN(C(=O)C2=CC(c3ccc(C)cc3)=NS(=O)(=O)N2C)CC1
(21) COc1ccccc1N1CCN(C(=O)c2cccc(S(=O)(=O)Nc3ccccc3F)c2)CC1
(22) Cc1cc(OCC(=O)OCC(=O)N(C)C2CCS(=O)(=O)C2)ccc1Cl (configuration not stated)
(23) O=C(Nc1cc2ccccc2oc1=O)C1CCCCC1
(24) CCN(C(=O)C1CCCN(c2ncnc3c2nc2n3CCCCC2)C1)c1cccc(Cl)c1 (configuration not stated)
(25) COc1ccccc1-c1nnc2sc(-c3cc4ccccc4o3)nn12
(26) Cc1ccc(Nc2ccccc2N)cc1
(27) FC(F)(F)c1ccc(C2[C@H]3CN(Cc4ccc(-c5ccccc5)cc4)[C@H](c4ccccc4)C34CC2(c2cccnc2)C4)cc1 (some centres not stated)
(28) CC(NC(=O)c1ccc(S(=O)(=O)NCc2ccco2)cc1)c1ccc(F)cc1 (configuration not stated)
(29) CCn1c(C(O)c2cc(OC)c(OC)c(OC)c2)nc2ccccc21 (configuration not stated)
(30) O=C1c2ccccc2C(=O)N1OCCOCCOCCBr
entry no.	19	20	21	22	23	24	25	26	27	28	29	30
Apaf-1 inh	-1	-5	-1	-2	-9	26	22	-10	24	-1	3	-17
Gli-Sufu antag	3	6	-12	-2	-94	30	10	20	11	1	-18	2
Jurkat NFkB inh	12	7	2	-5	-103	-4	48	-11	8	5	0	7
SENP7 block	5	-3	4	-12	0	15	5	9	13	11	5	1
HKDC1 inhibitor	-3	-7	-2	-4	-3	4	-3	8	5	1	-6	7
UBC13 polyUb	24	-2	4	-2	4	1	6	-13	-52	-1	-1	8
697 NFkB inh	10	16	7	-8	-117	-19	-10	-41	-4	-4	-10	1
SENP8 inh	-5	7	-3	-1	32	-5	-1	-7	-13	1	-8	-1

(31) Cc1cccc(NC(=O)c2cnc3scc(C)n3c2=O)c1
(32) O=C(Nc1ccc(NC(=O)c2ccco2)cc1)c1ccco1
(33) Cc1onc(-c2ccccc2Cl)c1C(=O)NCc1nc(-c2ccc(C(F)(F)F)cc2)no1
(34) CCC1SC(N)=NC1=O (configuration not stated)
(35) O=C1Cc2cc([N+](=O)[O-])ccc2N1c1c(Cl)cccc1Cl
(36) CC(C)CNC(=O)c1cccc(NC(=O)c2ccccc2-c2ccccc2C(=O)O)c1
(37) O=C(c1ccc2c3c(cccc13)CC2)C1CCCN(Cc2cccnc2)C1 (configuration not stated)
(38) CC(C)CC(=O)Nc1ncc([N+](=O)[O-])s1
(39) CCOc1ccc(C(C)=O)cc1Cc1c(O)nc(N)[nH]c1=O
(40) CCC(=O)Nc1ccc(NC(=O)CSc2nnc(C(C)C)n2C)cc1
entry no.	31	32	33	34	35	36	37	38	39	40
Apaf-1 inh	18	-5	8	-3	43*	0	-4	-22	-5	-8
Gli-Sufu antag	-60	-35	-2	5	-5	1	33	7	·	-16
Jurkat NFkB inh	-74	-30	-10	6	3	1	5	-13	15	-1
SENP7 block	24	14	-8	2	-8	-10	-4	4	0	3
HKDC1 inhibitor	-5	-2	3	-4	2	-2	3	0	·	-1
UBC13 polyUb	-1	-6	-6	-8	-22	-2	7	-11	19	6
697 NFkB inh	-103	-14	-32	18	-4	-6	1	-16	16	3
SENP8 inh	20	7	-6	-7	-1	-5	-7	-7	-3	5

Limited to SENP7 block and Jurkat NFkB inh, for 7 of the compounds above:
#	Compound	SENP7 block	Jurkat NFkB inh
32	O=C(Nc1ccc(NC(=O)c2ccco2)cc1)c1ccco1	14	-30
33	Cc1onc(-c2ccccc2Cl)c1C(=O)NCc1nc(-c2ccc(C(F)(F)F)cc2)no1	-8	-10
34	CCC1SC(N)=NC1=O (configuration not stated)	2	6
35	O=C1Cc2cc([N+](=O)[O-])ccc2N1c1c(Cl)cccc1Cl	-8	3
36	CC(C)CNC(=O)c1cccc(NC(=O)c2ccccc2-c2ccccc2C(=O)O)c1	-10	1
37	O=C(c1ccc2c3c(cccc13)CC2)C1CCCN(Cc2cccnc2)C1 (configuration not stated)	-4	5
38	CC(C)CC(=O)Nc1ncc([N+](=O)[O-])s1	4	-13

Additional compounds.
(41) CCOc1ccc(C(=O)CCC(=O)N(CC)CC(=O)NCc2cccs2)cc1
(42) CCCN(CC(=O)Nc1cc(Cl)ccc1Cl)C(=O)c1ccccc1SCC(=O)N1CCCC1
(43) CC(C)c1cccc(C(C)C)c1NC(=O)COc1nncc2ccccc12
(44) N#CCCN(C(=O)COC(=O)CNC(=O)c1ccc(-c2ccccc2)cc1)c1ccc(F)cc1
(45) CCOC(=O)c1c(NC(=O)COC(=O)c2nc(Cl)ccc2Cl)sc(C(=O)NC)c1C
(46) CCOC(=O)Cn1c2[n+](c3ccccc31)CC(O)CS2 (configuration not stated)
(47) O=C(Nc1nc(COc2ccccc2)cs1)C12CC3CC(CC(C3)C1)C2
(48) CCOC(=O)C(NC(=O)c1ccc(OC)cc1)(OCC1(CC)COC1)C(F)(F)F (configuration not stated)
(49) CCOc1ccc(S(=O)(=O)Nc2ccc(O)c(Sc3ncn[nH]3)c2)cc1
(50) Cn1c(C(=O)N[C@@H](Cc2ccccc2)C(=O)O)cc2cc(Cl)ccc21
entry no.	41	42	43	44	45	46	47	48	49	50
Apaf-1 inh	9	26	12	30	7	-12	14	-3	2	21
Gli-Sufu antag	-8	-3	-5	-4	-4	2	32	-11	-22	2
Jurkat NFkB inh	-2	7	-5	9	3	-38	-41	14	0	-4
SENP7 block	-6	-12	5	-5	0	4	-10	-4	-6	-1
HKDC1 inhibitor	-3	-1	13	-3	-7	15	12	3	5	11
UBC13 polyUb	-12	9	-12	-7	1	-5	12	6	-2	4
697 NFkB inh	-7	-3	-18	9	-10	-22	-90	1	-28	-16
SENP8 inh	-7	-7	-2	1	9	4	1	-8	-3	-6

(51) CCCCOc1ccc(-c2nnn(CC(=O)NCc3ccco3)n2)cc1
(52) Cc1ccc(CN2C(=O)C3CCCN3c3ccc(C#N)cc32)cc1 (configuration not stated)
(53) Cc1[nH]c(C)c(S(=O)(=O)N(C)Cc2ccccc2)c1C(=O)N1CCCCC1
(54) CC(=O)Nc1ccc(Nc2nc(-c3cc4ccccc4oc3=O)cs2)cc1
(55) COc1ccc(NC2=C(C(C)=O)C(c3ccc(OC)c(OC)c3)C(C(C)=O)C(C)(O)C2)cc1 (configuration not stated)
(56) CCNC(=S)N(Cc1cc2cc(C)cc(C)c2[nH]c1=O)C1CCCC1
(57) CCc1nnc(NS(=O)(=O)c2ccc(NC(=S)NC(=O)c3ccc(Br)cc3)cc2)s1
(58) Cc1ccc(C)c(NC(=O)c2ccc(S(=O)(=O)N(C)CC3CCCO3)cc2)c1 (configuration not stated)
(59) Cc1nc2ccccc2n1CC(O)COC1CCCCC1 (configuration not stated)
(60) Cc1noc(NS(=O)(=O)c2ccc(NC(=O)CSc3nc4ccccc4s3)cc2)c1C
(61) O=C(O)c1cc(-c2ccc(Cl)cc2)n(-c2ccc(Cl)cc2)n1
entry no.	51	52	53	54	55	56	57	58	59	60	61
Apaf-1 inh	-11	1	-13	2	10	1	0	0	-4	2	15
Gli-Sufu antag	-58	·	-19	-14	6	6	-3	-2	5	-3	4
Jurkat NFkB inh	7	14	0	-26	-5	12	0	3	5	-1	-21
SENP7 block	-7	2	9	4	-11	5	1	2	4	7	-14
HKDC1 inhibitor	-12	·	-6	-4	4	14	-5	-5	-3	1	-3
UBC13 polyUb	-13	-4	0	-9	-12	-4	-26	-10	-7	-6	-4
697 NFkB inh	-213	24	6	-71	-10	-38	-26	-29	-7	3	-9
SENP8 inh	-11	-4	2	11	-14	7	-4	-3	0	9	-7

Compounds were not picked by outcome; 3.6% or so of the library scored in one or more.
